Assay outcomes: PubChem BioAssay, ICCB-Longwood Screening Facility, Harvard Medical School
PV pol inh: inhibitors of poliovirus RNA polymerase binding and polymerization; P03300; poliovirus polymerase elongation, fluorescence polarization; active compounds read low; % elongation, % (compound at 16.7 µg/mL); 150,000 tested, 0.66% active; AID 588519; in the data active = % elongation below about 90%; note: some results filed as inactive read as strong as hits
Target sequence (P03300 1749-2209 limits assumed): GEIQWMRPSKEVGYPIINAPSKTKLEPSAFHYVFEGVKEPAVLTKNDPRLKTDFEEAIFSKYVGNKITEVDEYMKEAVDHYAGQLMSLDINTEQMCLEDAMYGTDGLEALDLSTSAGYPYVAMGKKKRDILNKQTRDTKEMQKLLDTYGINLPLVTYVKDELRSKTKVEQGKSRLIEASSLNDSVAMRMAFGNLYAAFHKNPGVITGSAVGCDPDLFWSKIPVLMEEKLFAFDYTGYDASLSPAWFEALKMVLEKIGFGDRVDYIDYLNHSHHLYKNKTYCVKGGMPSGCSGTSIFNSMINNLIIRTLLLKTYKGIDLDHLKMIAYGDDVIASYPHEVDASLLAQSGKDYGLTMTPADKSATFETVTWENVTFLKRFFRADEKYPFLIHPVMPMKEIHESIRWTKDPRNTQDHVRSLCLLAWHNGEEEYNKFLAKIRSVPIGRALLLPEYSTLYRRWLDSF
PV pol inh FP z-score: recorded beside PV pol inh, whose call it bears; z-score; measured here: FP z-score; hits read low
* = called active by the depositor.

SMILES	PV pol inh	PV pol inh FP z-score
COc1cccc(CNC(=O)c2cccc(N3CCCS3(=O)=O)c2)c1	110	0.3
N#CCOC(=O)c1ccc2c(c1)S(=O)(=O)c1ccccc1C2=O	98	-0.4
CC(=O)c1ccc(NC(=O)c2cc(C)nc3c2c(C)nn3-c2ccc(C)cc2)cc1	103	-1
CCN(CC(=O)NC1CCCCCC1)S(=O)(=O)c1ccc(Cl)cc1	101	0.2
CCc1cc(C(=O)Cc2nc(C)cs2)c(O)cc1O	103	0.1
O=C(NCc1ccc(Cl)cc1)NC1CCCCC1	111	1
O=C(O)c1cc(-c2cccs2)nn1-c1ccccc1	101	-0.3
COc1ccc2oc(C(=O)OCC(=O)c3ccc4c(c3)OCO4)c(C)c2c1	108	0.8
C=CCN(CC=C)Cc1ccc(C(=O)OC)o1	99	-0.3
CC(C)CCNC(=O)Cc1ccc(-n2c(=S)[nH]c3ccccc3c2=O)cc1	101	-0.4
O=C(NCCCn1ccnc1)C1(c2cccs2)CCOCC1	104	0.7
O=C(NC1CC1)c1cccc(C(F)(F)F)c1	108	0.5
O=C(COC(=O)Cc1c[nH]c2ccccc12)NCc1ccco1	105	0.2
CCOC(=O)c1c(S(=O)(=O)N2CCCC(C(=O)Nc3cccc(CC)c3)C2)c(C)n(CC)c1C (stereo unspecified)	113	1.1
COc1cc(NC(=O)CN2C3CCC2CC(O)(c2cccnc2)C3)cc(OC)c1 (stereo unspecified)	103	0.5
O=C1OCCC1OC(=O)C(c1ccccc1)c1ccccc1 (stereo unspecified)	104	0.3
CCC(SC1=NC(=O)C(c2ccccc2)C(=O)N1)C(=O)Nc1sc2c(c1C#N)CCCC2 (stereo unspecified)	95	-0.8
O=C(Nc1cccc(C(=O)OCc2cc(=O)n3ccsc3n2)c1)c1ccc(F)cc1	101	-1.3
CNc1nc(OCC(F)(F)C(F)F)nc(N(c2ccccc2)c2ccccc2)n1	101	-0.4
CN(C)C(=O)CN1c2cccc3cccc(c23)S1(=O)=O	97	-0.6
CCOc1ccc(N2C(=O)CC(N(Cc3ccc(Cl)cc3)C(=O)c3ccc(Cl)cc3)C2=O)cc1 (stereo unspecified)	108	0.5
O=C(Nc1ccc2c(c1)OCO2)C1Sc2nc(-c3ccccc3)cn2N=C1c1ccccc1 (stereo unspecified)	96	-0.5
Cc1nn(-c2ccccc2)c(CSCC(=O)Nc2ccc3c(c2)OCO3)c1C#N	102	-0.3
CC1=NN(c2ccc(Cl)cc2)C(=O)C1	102	0.2
O=c1[nH]c(O)c(C=NCC2CCCCC2)c(=O)[nH]1	101	-0.1
CC1(C)CC(=O)C2=C(C1)OC1=C(C(=O)CC(C)(C)C1)C2c1ccc2c(c1)OCO2	101	-0.1
N#Cc1c(-c2ccco2)cc(-c2ccccc2)nc1N	102	0.4
CCn1c(CN2CCc3sccc3C2c2cccs2)nc2cc(S(=O)(=O)N(C)C)ccc21 (stereo unspecified)	106	0.4
CCOC(=O)C1=C(CSc2nnc(SCC)s2)NC(=O)NC1CC (stereo unspecified)	109	-0.1
COc1ccc(Br)c(C(=O)Nc2cc3c(cc2N2CCCCC2)n(C)c(=O)c(=O)n3C)c1	107	0.5
O=C(Cc1ccccc1)Oc1cccc(-n2cnnn2)c1	104	1.1
Cc1ccc(-c2cc(C(=O)NCc3cnn(C)c3C)c3ccccc3n2)cc1C	107	0.5
COc1cc(NC(=O)c2cc(-c3cccc(OC)c3)n[nH]2)cc(OC)c1	110	0.3
CC1CC(=O)N(CC(=O)NCc2ccc3c(c2)OCO3)c2ccccc2S1 (stereo unspecified)	99	-0.6
CCc1nn(CC(=O)NCC(C)c2ccccc2)c(=O)c2cc3occc3n12 (stereo unspecified)	109	0.5
CCSc1nnc2c(n1)OC(c1ccc(OCC(=O)O)cc1)Nc1ccccc1-2 (stereo unspecified)	99	-1

Reprinted at random: four compounds from above, in no set order.
SMILES	PV pol inh	PV pol inh FP z-score
CCSc1nnc2c(n1)OC(c1ccc(OCC(=O)O)cc1)Nc1ccccc1-2 (stereo unspecified)	99	-1
CCc1nn(CC(=O)NCC(C)c2ccccc2)c(=O)c2cc3occc3n12 (stereo unspecified)	109	0.5
N#Cc1c(-c2ccco2)cc(-c2ccccc2)nc1N	102	0.4
CCOC(=O)C1=C(CSc2nnc(SCC)s2)NC(=O)NC1CC (stereo unspecified)	109	-0.1

The list continues.
SMILES	PV pol inh	PV pol inh FP z-score
O=C(CN1C(=O)CCc2cc(S(=O)(=O)N3CCCCC3)ccc21)NCc1ccc(Cl)cc1	105	-0.3
NS(=O)(=O)c1ccccc1NC(=O)NCc1ccc(F)cc1	102	0.2
COc1ccc(C(N)CC(=O)O)cc1 (stereo unspecified)	98	-0.5
C/C(C=Nc1c(C)n(C)n(-c2ccccc2)c1=O)=C/c1ccccc1	109	0.7
Cc1ccc(C2=NC3(CCNCC3)NC2=S)cc1	102	0.1
O=C(O)COc1ccc(/C=N/O)cc1Br	101	0
COc1cc2c(cc1NC(=O)c1ccccc1)oc1ccccc12	103	0.2
COc1ccc(OC)c(-n2cc(-c3ccccc3)nc2SC)c1	100	-0.5
Cc1cc(C)c(NC(=O)c2ccc3nc(C(C)C)oc3c2)c(C)c1	104	-0.6
CC1Cc2ccccc2N1CC(=O)NCCCc1ccccc1 (stereo unspecified)	102	-0.3
O=C(NCc1ccccc1)C1CCCN(c2ncccn2)C1 (stereo unspecified)	107	1.7
CCn1c(CNC(=O)C23CC4CC(CC(C4)C2)C3)nnc1SCC(=O)Nc1ccccc1	100	-0.4
COc1ccc(NC(=O)CN(C)S(=O)(=O)c2ccc3c(c2)c(=O)n(C)c(=O)n3C)cc1	100	-0.4
CC1CCCN(c2ccc3nc4ccccc4c(=O)n3n2)C1 (stereo unspecified)	102	-0.3
N#CCCN(Cc1cccnc1)C(=S)NC1CC2C=CC1C2 (stereo unspecified)	101	-0.3
O=C(CSc1nc2c([nH]c3ccccc32)c(=O)n1-c1ccc(F)cc1)NCC1CCCO1 (stereo unspecified)	110	0.7
CC(C)(C)OC(=O)N1CCN(c2ccc(NC(=O)Cn3nnc(-c4ccccc4)n3)cc2)CC1	100	-0.2
CC(C)NC(=O)Cn1ccc2ccc(C#N)cc21	99	-0.7
COc1ccc(S(=O)(=O)N(CCO)C2CCCCC2)cc1	102	-0.1
N#Cc1ccccc1NC(=O)Nc1cccs1	104	0.4
CCCn1c(=O)c(C(N)=O)cn(C2CC2)c1=O	103	0.6
COc1ccc(OC)c(CCNC(=O)C2CCCN(c3ncnc4onc(C)c34)C2)c1 (stereo unspecified)	100	-0.4
O=C(Nc1ccccc1)n1nccc1-c1cc(-c2ccccc2)no1	103	0.3
Cc1cc(C)c2oc(C(=O)N3CCN(c4cccc(Cl)c4)CC3)cc(=O)c2c1	98	-0.5

Quoted from the listing:
Result for `COc1ccc(NC(=O)CN(C)S(=O)(=O)c2ccc3c(c2)c(=O)n(C)c(=O)n3C)cc1` under PV pol inh: 100
Result for `CC1CCCN(c2ccc3nc4ccccc4c(=O)n3n2)C1` (stereo unspecified) under PV pol inh FP z-score: -0.3

Carrying on:
SMILES	PV pol inh	PV pol inh FP z-score
Cc1ccc(-n2nc(CO)c(C(=O)NC(C)c3ccccc3)n2)cc1C (stereo unspecified)	102	-0.8
CCc1ccc(C(=O)OCC(=O)N2CCCc3ccccc32)cc1	100	-0.2
CCOc1ccccc1N(CC)C(=O)c1noc2c1COc1ccc(C)cc1-2	107	0.2
Cc1cc(C)n(CCCNC(=O)CSc2nc(C)c(C)n2C2CCCCC2)n1	105	0.3
CCCN(CCC)CCCNC(=O)c1nn(C)c2c1CS(=O)(=O)c1ccccc1-2	108	0.4
CC(C)C(C)(C#N)NC(=O)CSc1nnc(SCc2ccc(Cl)cc2)s1 (stereo unspecified)	101	-0.3
CC1=C(C(=O)NN)Sc2ccccc2N1	92	-2
CC(=O)N1c2ccc(S(=O)(=O)N(C)Cc3ccco3)cc2CC1C (stereo unspecified)	100	-0.4
Cc1cc(C)c2[nH]c(=O)cc(C(=O)O)c2c1	102	0.1
CCOC(=O)C(C#N)=C1SC2CS(=O)(=O)CC2S1 (stereo unspecified)	98	-0.1
O=C(Cn1c(=O)c2c(ncn2Cc2ccccc2)n(Cc2ccccc2)c1=O)NC1CC1	105	0.2
CC1C(O)C(C)C(c2ccccc2)N(C)C1c1ccccc1 (stereo unspecified)	102	0.2
CCOc1ccc(NC(=O)CSc2ccc(-c3sc(-c4ccccc4)nc3C)nn2)cc1	109	0.4
Cc1nc2ccccc2c(=O)n1-c1ccc(NC(=O)c2ccccc2[N+](=O)[O-])cc1	107	0
CCc1ccccc1OC(=O)c1ccc2c(c1)OCO2	98	-0.4
COc1ccc(CN=C(Nc2ccccc2)SC2CC(=O)N(C)C2=O)cc1 (stereo unspecified)	108	0.7
N=C1C(c2ccccc2)=C(O)CN1CC1CCCO1 (stereo unspecified)	104	0.8
Cn1c(C(=O)O)cc2cc(Cl)ccc21	101	-0.1
CN(CCO)C(=O)c1ccc(-c2nn(C)c(=O)c3ccccc23)cc1	102	0.1
Cc1c(CNC2CCCCC2)c(C(=O)O)c(C)n1Cc1ccccc1F	106	-0.3
O=C(NCC(c1ccc(F)cc1)N1CCOCC1)c1ccc(Br)o1 (stereo unspecified)	100	-0.2
CCS(=O)(=O)c1ccc2oc(SCc3cn4ccccc4n3)nc2c1	113	1.5
COc1ccccc1NC(=O)c1ccc2oc(=O)c(S(=O)(=O)c3ccccc3)cc2c1	111	1.1
CCN1C(=O)C(C(=O)NC(C)c2ccccc2)C2CC1(C)Oc1ccccc12 (stereo unspecified)	99	-0.3

Shown as a markdown table: 3 of the compounds above
| SMILES | PV pol inh | PV pol inh FP z-score |
| --- | --- | --- |
| CCOc1ccc(NC(=O)CSc2ccc(-c3sc(-c4ccccc4)nc3C)nn2)cc1 | 109 | 0.4 |
| Cc1nc2ccccc2c(=O)n1-c1ccc(NC(=O)c2ccccc2[N+](=O)[O-])cc1 | 107 | 0 |
| CCc1ccccc1OC(=O)c1ccc2c(c1)OCO2 | 98 | -0.4 |

Next section:
SMILES	PV pol inh	PV pol inh FP z-score
Cc1ccc(C(=O)c2cn(Cc3cc(C)ccc3C)c3nc(C)ccc3c2=O)cc1	106	0.1
S=c1[nH]nc(CN2CCOCC2)n1-c1ccccc1	102	-0.1
COc1ccc(OCC(O)CN2CCN(C)CC2)cc1 (stereo unspecified)	102	-0.2
c1ccc2c(c1)nc(SC1CCCCC1)c1nncn12	102	0.1
CC1CCN(C(=O)CN(C)S(=O)(=O)c2ccc3ccccc3c2)CC1	103	0.6
O=C(Nc1ccc2c(c1)OCO2)c1cccn(Cc2cccc(F)c2)c1=O	96	-1.8
COCCCNC(=O)c1ccc(NC(=O)N2CCCCc3ccccc32)cc1	104	0.3
COc1ccc(CNC(=O)C2CCN(S(=O)(=O)c3ccc4c(ccn4C)c3)CC2)cc1	105	0.2
CCC(=O)Nc1cc(C(=O)O)ccc1Sc1ccc(OC)cc1	103	0.6
O=C(CNS(=O)(=O)Cc1ccccc1)NCc1ccccc1	102	-0.1
CSc1ccc(CCNC(=O)CN2C(=O)COc3ccc(S(=O)(=O)N4CCCC4)cc32)cc1	104	-0.2
CCOC(=O)/C(C#N)=C\Nc1ccc(-c2nnc(C(F)(F)F)o2)cc1C	98	-0.5
CCN(CC)CCCNC(=O)CCCn1ncn2c(cc3occc32)c1=O	114	1
CN(CC(=O)Nc1cccc(C#N)c1)S(=O)(=O)c1cc2c(cc1Cl)NC(=O)CO2	105	-0.2
CCOC(=O)c1c(N)n(CCc2ccccc2)c2nc3ccccc3nc12	101	-0.2
O=P(c1ccccc1)(c1nc2ccccc2s1)N1CCCCC1 (stereo unspecified)	102	0.2
CCOC(=O)c1cnc2ccc(C(=O)OC)cc2c1NCc1cccnc1	100	-0.5
CCCCCC1C(O)CCC1CC(=O)NN (stereo unspecified)	100	-0.7
O=C(Nc1cccc(Cl)c1)NC1CCN(C2CCCCC2)C1 (stereo unspecified)	103	0.2
CCN(Cc1ccccc1)C(=O)CSc1nc(C)c(Cl)c(C)c1C#N	110	1
COc1ccc(CN2C(=O)C(F)(F)C2c2cccc(Cl)c2)cc1 (stereo unspecified)	102	0.1
CCc1nnc(NC(=O)CC2CC3CCC2C3)s1 (stereo unspecified)	103	0.3
O=C(N=CNC(=O)c1cccnc1)c1cccnc1	108	0.7
Cc1cc(C)c2oc(-c3ccc(N)cc3O)nc2c1	101	-0.1

Complete entries as entered above.
`O=C(Nc1cccc(Cl)c1)NC1CCN(C2CCCCC2)C1` (stereo unspecified) across the screens: PV pol inh = 103; PV pol inh FP z-score = 0.2
`O=C(N=CNC(=O)c1cccnc1)c1cccnc1` across the screens: PV pol inh = 108; PV pol inh FP z-score = 0.7
`CCc1nnc(NC(=O)CC2CC3CCC2C3)s1` (stereo unspecified) across the screens: PV pol inh = 103; PV pol inh FP z-score = 0.3

Next structures follow:
SMILES	PV pol inh	PV pol inh FP z-score
CCN(CCCNC(=O)c1ccc(Sc2ccc(Cl)cc2)c(NC(C)=O)c1)c1ccccc1	113	0.7
N=c1n(CCO)c2ccccc2n1Cc1ccccc1Cl	103	0.3
Cc1nn(C(=O)c2cccc(F)c2)c(C)c1S(=O)(=O)N1CCCCCC1	104	-0.6
CC(On1nnc2ccccc21)C(=O)Nc1ccc(Cl)cc1Cl (stereo unspecified)	99	-0.7
N#CCOC(=O)c1ccccc1S(=O)(=O)N1CCCCC1	101	-0.2
CCC(C)Nc1cc(C(C)C)c(C#N)c2nc3ccccc3n12 (stereo unspecified)	103	0.1
Cc1cc(C)nc(SCc2cc(-c3nn(C)c(=O)c4ccccc34)ccc2C)n1	102	0.2

Not all compounds are listed; the hit share may differ from the screen's.
